# Source: PubChem
# Furin inhibitor – human furin inhibition | purified furin, fluorogenic substrate cleavage | actives 0.061% (n = 220,000) | AID 463115 | inhibition, % at 30 µM | P09958; in the data active = inhibition above about 25%; also: inactives centre near -15
# FXIIa inh 1536 – inhibitors of human coagulation factor XIIa. P00748. purified FXIIa, Boc-QGR-AMC fluorogenic substrate, 2 h. inhibition, % at 5 µM. actives 0.3% (n = 220,000). AID 800; in the data active = inhibition above about 40%;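 also: 0% = enzyme with no compound and 100% = blank without enzyme; many of its hits are not listed in these tables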
# Target sequence (P00748 20-372 limits assumed): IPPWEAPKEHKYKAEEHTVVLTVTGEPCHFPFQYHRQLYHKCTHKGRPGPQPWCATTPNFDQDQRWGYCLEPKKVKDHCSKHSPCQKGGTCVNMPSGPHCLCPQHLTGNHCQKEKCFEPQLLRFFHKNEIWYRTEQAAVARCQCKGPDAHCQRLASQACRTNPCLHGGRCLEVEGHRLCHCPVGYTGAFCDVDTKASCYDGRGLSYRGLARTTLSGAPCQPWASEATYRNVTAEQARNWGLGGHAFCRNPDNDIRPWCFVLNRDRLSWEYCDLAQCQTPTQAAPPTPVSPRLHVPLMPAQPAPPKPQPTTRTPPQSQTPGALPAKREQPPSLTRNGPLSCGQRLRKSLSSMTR
# Target sequence (P00748 373-615 limits assumed): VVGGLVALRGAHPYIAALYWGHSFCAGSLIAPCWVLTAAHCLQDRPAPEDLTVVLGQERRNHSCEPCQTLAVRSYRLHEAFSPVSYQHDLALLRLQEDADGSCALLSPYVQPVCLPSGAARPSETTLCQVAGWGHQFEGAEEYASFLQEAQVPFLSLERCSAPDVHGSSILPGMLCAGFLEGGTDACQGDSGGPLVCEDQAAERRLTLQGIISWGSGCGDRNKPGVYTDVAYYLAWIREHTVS
# PERK inh – blocks human PERK kinase; Q9NZJ5; CHO PERK-DD fusion, SEAP luminescence translation reporter; inhibition, % at 5.6 µM; actives 0.17% (n = 220,000);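 active = inhibition above the mean inhibition of all tested compounds plus 3 SD, set separately per screening campaign, cut at about 2.9% in these data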;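 also: PERK kinase domain activated by AP20187 dimerizer at 100 nM; 0% = DMSO with dimerizer and 100% = rapamycin at 8.4 µM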
# FXIa inh 1536 – factor XIa (human) inhibition; P03951; inhibition, % at 5 µM; purified FXIa, Boc-Glu-Ala-Arg-AMC fluorogenic substrate; actives 0.14% (n = 220,000);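 active = inhibition of at least 40%; inactive = inhibition below 40%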;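 also: fluorescence of freed AMC excited at 355 nm; 0% = enzyme without compound and 100% = no enzyme blank; many of its hits are not listed in these tables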
# Wee1 stabilizer – human Wee1 degradation inhibition, primary screen; P30291; HeLa Luc-Wee1K328M stability, luciferase luminescence; 100% = proteasome inhibitor MG132 effect; reporter increase, % at 5 µM; actives 1.2% (n = 220,000);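 active = activation above the mean of all tested compounds plus 3 SD, set per screening run, cut at about 8.8% in these data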;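 also: cells exposed to compound for 20 h before luminescence read; 0% = DMSO alone and 100% = MG132 at 30 µM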
# KCC2 mod – modulates chloride dependent transport by human KCC2 | B-score of Tl+ flux slope (higher = more flux/activation; lower = inhibition) at 10 µM | Q9H2X9 | KCC2 cells, thallium flux FluoZin-2 fluorescence | AID 1456 | actives 2.2% (n = 190,000);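 active = thallium flux slope and its plate-corrected score both differing from the plate sample mean at a set confidence after two filtering rounds, in either direction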;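 also: slope of fluorescence scaled to starting intensity during 10 to 20 s after thallium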
# p97 ATPase inh – blocks human p97 ATPase activity; actives 0.42% (n = 220,000); P55072; AID 1481; inhibition, % at 8 µM; recombinant p97 ATPase, Kinase-Glo ATP luminescence, 3 h; in the data active = inhibition above about 15%;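 also: 0% = DMSO vehicle and 100% = wells lacking enzyme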
# KLK5 inh – blocks human kallikrein 5 protease activity | AID 873 | inhibition, % at 5 µM | recombinant hK5, fluorogenic AMC substrate cleavage | Q9Y337 | actives 0.59% (n = 210,000);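 active = inhibition of 40% or more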;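 also: 0% = enzyme controls without compound and 100% = no-enzyme blanks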
# Target sequence (Q9Y337 67-293 limits assumed): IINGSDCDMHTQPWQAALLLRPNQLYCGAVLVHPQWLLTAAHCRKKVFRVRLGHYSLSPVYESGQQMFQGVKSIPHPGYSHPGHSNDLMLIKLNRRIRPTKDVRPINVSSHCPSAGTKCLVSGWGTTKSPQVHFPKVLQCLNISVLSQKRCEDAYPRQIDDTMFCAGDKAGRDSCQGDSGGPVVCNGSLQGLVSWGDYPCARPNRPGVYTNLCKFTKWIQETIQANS
# Thrombin inh – thrombin (human) inhibition; P00734; alpha-thrombin, Boc-VPR-AMC fluorogenic substrate cleavage; inhibition, % at 5 µM; actives 0.26% (n = 220,000);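 active = inhibition at or above 40%; inactive = inhibition below 40%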;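 also: 0% = enzyme with no compound and 100% = wells without enzyme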
#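 System – human alpha-thrombin · Medium – pH 7.5 Tris (50 mM) with NaCl 150 mM, Tween 20 0.05% · Compound – single-point dosing at 5 µM, 0.2% DMSO · Incubation – enzyme reaction carried out at room temperature · Technique – fluorescence of released AMC, ex 355 nm, em 460 nm · Read-out basis – % inhibition of thrombin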
# Starred values were filed as active, the others as inactive; . = no result given; [ ] = dose if it differs, or a comment.
SMILES,Furin inhibitor,FXIIa inh 1536,PERK inh,FXIa inh 1536,Wee1 stabilizer,KCC2 mod,p97 ATPase inh,KLK5 inh,Thrombin inh
NC(=O)C[C@@H]1NC(=O)CNC(=O)c2cc([N+](=O)[O-])cc(I)c2NCCC(C(N)=O)NC1=O (stereo partly drawn),-11,16,1.6,9,-3,1,5,1,2
O=C(c1ccccc1)N1CCN(CC(O)COCC2CC=CCC2)CC1 (stereo not drawn),-18,15,-0.3,4,5,-0.29,1,-13,-8
CC(NC(=O)c1csc2ccccc12)C1CCCO1 (stereo not drawn),-22[20 µM],-2,0.9,1,1,.,8,-7,-2
Clc1ccc(OCc2nc(-c3ccccn3)n[nH]2)cc1,-15,5,0.9,2,2,-0.81,5,-182,8
CCC(=O)Nc1ccc(F)c(Cl)c1,-20[20 µM],5,-0.3,-6,0,-0.0029,4,8,-6
Cn1cc(Br)c(-c2cccc(NC(=O)CCCC(=O)O)c2)n1,-18,5,0.9,1,-4,0.017,1,2,-5
Cc1nn2c(N3CCOCC3)c3c(nc2c1-c1ccccc1)CCCC3,-9,14,2.0,-1,8,-1.9,1,-37,2
Cc1cc(N/N=C/c2ccc([N+](=O)[O-])o2)nc2ccccc12,-11,6,-1.4,-4,-2,.,-2,-3,3
O=S(=O)(CCN1CCCCC1)Oc1ccc(Cl)cc1Cl,-8,3,1.1,-3,0,-0.43,-5,-2,-5
Brc1ccc(OCCn2ccnc2)cc1,3,14,0.9,5,3,-0.0078,5,-8,1
CCOC(=O)c1cc(-c2ccccc2)n(CC(=O)Nc2ccc(OC)c(OC)c2)c1C,-23,11,-0.6,4,4,-0.18,-2,-13,-1
CCOC(=O)/C(C#N)=C\N(C)C,-12[20 µM],8,0.1,2,-2,0.064,4,6,2
O=S(=O)(c1ccccc1)N1CC=C(c2ccccc2)CC1,-9,4,1.7,-2,-1,-0.35,2,-3,-11
O=S(=O)(CCOc1ccccc1)N1CCOCC1,-2,5,0.1,-6,-1,-0.31,3,-4,-2
C=C(C)Cn1c(N2CCN(CC)CC2)nc2c1c(=O)[nH]c(=O)n2C,-26,10,0.4,3,3,.,1,-2,-3
CC(C)C(=O)Nc1ccc(NC(=O)c2ccc([N+](=O)[O-])cc2Cl)cc1,-8,11,1.3,5,5,0.38,3,-25,-2
CCCC(C)NC(=O)c1ccc2[nH]c3c(c2c1)CC(C)CC3 (stereo not drawn),-10[20 µM],-2,-0.7,-12,6,-0.9,-7,-3,-5
Cc1nnc(C)c2c(C)n(-c3ccc(Br)cc3)c(C)c12,-8[20 µM],6,1.2,-6,0,-0.4,7,8,-8
C1CCN=C(NC23CC4CC(CC(C4)C2)C3)CC1,-9,12,-0.6,4,0,-0.042,0,-8,3
Cc1cc(NC(=O)CSc2ncccc2C(=O)O)no1,-22,6,-0.4,-4,-1,-0.21,2,1,-4
O=C(CSc1nc2ccccc2c(=O)n1-c1cccc(C(F)(F)F)c1)NC1CC1,-19[20 µM],18,-0.8,6,-2,-0.14,-1,-1,4
CC(Sc1nncn1C)C(=O)Nc1ccccc1-c1ccccc1 (stereo not drawn),-9,8,-0.3,-1,5,.,1,-2,-6
CC(C)CNC(=S)NC(=O)c1ccc(F)cc1,7,9,0.6,6,9.1*,18*,-1,-11,-10
CCc1ccccc1NC(=O)CN(C)C(=O)CN1C(=O)NC2(CCCCCC2)C1=O,-19,13,-0.3,5,5,.,0,10,9
C/C(=N\NC(=O)CC#N)c1ccc(Oc2ccccc2)cc1,-17,3,0.1,10,7,-1.9,5,11,-2

# Reformatted: 2 of the compounds above
# Screens in order – Furin inhibitor, FXIIa inh 1536, PERK inh, FXIa inh 1536, Wee1 stabilizer, KCC2 mod, p97 ATPase inh, KLK5 inh, Thrombin inh
- C=C(C)Cn1c(N2CCN(CC)CC2)nc2c1c(=O)[nH]c(=O)n2C
  -26, 10, 0.4, 3, 3, ., 1, -2, -3
- CCC(=O)Nc1ccc(F)c(Cl)c1
  -20[20 µM], 5, -0.3, -6, 0, -0.0029, 4, 8, -6

# 5 neighbouring compounds from above:
SMILES,Furin inhibitor,FXIIa inh 1536,PERK inh,FXIa inh 1536,Wee1 stabilizer,KCC2 mod,p97 ATPase inh,KLK5 inh,Thrombin inh
Cn1cc(Br)c(-c2cccc(NC(=O)CCCC(=O)O)c2)n1,-18,5,0.9,1,-4,0.017,1,2,-5
Cc1nn2c(N3CCOCC3)c3c(nc2c1-c1ccccc1)CCCC3,-9,14,2.0,-1,8,-1.9,1,-37,2
Cc1cc(N/N=C/c2ccc([N+](=O)[O-])o2)nc2ccccc12,-11,6,-1.4,-4,-2,.,-2,-3,3
O=S(=O)(CCN1CCCCC1)Oc1ccc(Cl)cc1Cl,-8,3,1.1,-3,0,-0.43,-5,-2,-5
Brc1ccc(OCCn2ccnc2)cc1,3,14,0.9,5,3,-0.0078,5,-8,1

# (more compounds)
SMILES,Furin inhibitor,FXIIa inh 1536,PERK inh,FXIa inh 1536,Wee1 stabilizer,KCC2 mod,p97 ATPase inh,KLK5 inh,Thrombin inh
CCCOc1ccc(N2C(=O)CC(N(Cc3ccc(S(N)(=O)=O)cc3)C(=O)CC)C2=O)cc1 (stereo not drawn),-22[20 µM],8,1.0,2,-2,0.74,1,-13,-1
COc1ccc(C(=O)O/N=C(\N)c2ccncc2)cc1OC,1,3,-0.2,-3,0,0.34,-2,-6,1
COc1ccc(CNC(=O)CCC(=O)N2CCN(S(=O)(=O)c3ccc(Cl)cc3)CC2)cc1,-22,0,0.6,-3,6,0.68,3,-4,-6
CCN1C(=O)CC(N2CCC(c3nc4ccccc4[nH]3)CC2)C1=O (stereo not drawn),-24,6,1.1,2,4,0.89,4,-2,4
C/C(N)=C(/C#N)C(=O)CSc1nnc(Nc2ccccc2)s1,-14,11,1.1,2,1,-0.67,-3,5,-3
N#CCC(=O)NCCCOC(=O)Nc1ccc(Cl)c(Cl)c1,-13,8,1.0,2,1,.,9,-11,0
O=C(NCC1CCCO1)c1ccc(/C=N/O)nc1 (stereo not drawn),-19,14,2.2,3,-3,.,6,-10,5
O=C(CSc1ncnc2scc(-c3ccc(F)cc3)c12)c1ccc2c(c1)OCCO2,-17,3,1.1,8,-3,0.46,-3,-6,-3
Cc1ccc(C(=O)CN(C(=O)c2ccc(Cl)c(Cl)c2)N2C(=O)C3CCCCC3C2=O)cc1C (stereo not drawn),-18[20 µM],13,1.5,4,-1,.,2,12,0
Cc1nn(-c2ccccc2)c2[nH]c(C(F)(F)F)cc(=O)c12,-12[20 µM],13,0.3,2,2,-0.0046,5,0,5
CC(=O)N1CCc2ccc(S(=O)(=O)N3CCc4ccccc43)cc21,-25,3,0.9,-4,-2,-2.3,0,-8,0
C/C(=N\NC(=O)COc1ccc(C)cc1[N+](=O)[O-])c1cccs1,-20,-1,0.2,-3,-1,-1.2,4,-7,-11
COc1ccc(/C=N/NC(=O)OC(C)(C)C)cc1OC,-4,4,1.0,-2,5,-0.0022,3,-9,-16
COc1ccc(S(=O)(=O)Nc2cccc(C(C)=O)c2)cc1Br,0,13,0.9,2,-4,-0.91,-3,5,.
CC(=O)c1cccc(NC(=O)CO/N=C2/CCCc3nonc32)c1,-33,7,0.8,-2,-2,0.002,4,-1,.
O=C(N/N=C/c1ccc[nH]1)c1ccc([N+](=O)[O-])cc1,5,0,0.2,-4,-2,0.22,-1,-6,-2
NC(=S)c1cc2cc(Br)ccc2oc1=O,-30,9,1.4,-4,-2,1.1,4,1,0
CCCCNC(=S)Nc1cccc2cnccc12,-17,6,-0.1,5,-3,-0.48,4,-8,-8
Cc1ccccc1NC(=O)Cn1nnc(S(=O)(=O)c2ccc(C(C)(C)C)cc2)c1N,-12,-1,0.1,-1,1,0.012,5,-10,-7
Cc1ccc(NC2CC(=O)N(c3ccc(N4CCCCC4)cc3)C2=O)cc1 (stereo not drawn),-12[20 µM],20,0.2,6,-2,0.95,3,3,2
COc1ccc(/C=N/NC(=O)CNC(=O)C2COc3ccccc3O2)cc1OC (stereo not drawn),-29,11,0.8,3,2,-0.34,5,-14,-1
Cc1nnc(SCC(=O)Nc2ccc(Cl)cn2)[nH]c1=O,-22[20 µM],-1,0.8,-5,1,0.44,1,-14,-5
CC1(C)CC(=O)C(C(N)=NC(=O)c2ccc([N+](=O)[O-])cc2)=C(O)C1,-52,11,0.1,-1,0,-0.069,5,4,7
O=C(Cc1ccccc1)NCC(=O)N/N=C/c1ccc(Cl)cc1,-26,9,0.5,-6,3,-0.8,2,0,-21
CC(C(=O)Nc1cc([N+](=O)[O-])ccc1Cl)N1CCN(c2ccc(O)cc2)CC1 (stereo not drawn),-19,6,-0.1,19,0,-1.2,-2,-15,-1
# The listing continues:
SMILES,Furin inhibitor,FXIIa inh 1536,PERK inh,FXIa inh 1536,Wee1 stabilizer,KCC2 mod,p97 ATPase inh,KLK5 inh,Thrombin inh
CCOC(=O)C1=C(C)NC2=C(C(=O)CC(C)(C)C2)C1c1coc2ccccc2c1=O (stereo not drawn),-29[20 µM],-3,-0.9,-6,-2,-0.54,-7,-4,-2
COc1ccc(/C=C2\CCc3ccccc3C2=O)cc1OC,-14[20 µM],1,-0.2,-3,-1,-0.44,-6,0,-1
O=C(c1ccc(Br)o1)N(c1ccc(Br)cc1)C1C=CS(=O)(=O)C1 (stereo not drawn),-19[20 µM],19,0.3,1,1,-0.18,2,-26,2
COc1ccc(C2(C(=O)O)CCCC2)cc1,-21,9,1.2,-3,3,.,1,-22,-4
Cc1nnc2c3ccccc3c(-c3cccc4ccccc34)nn12,-21,20,-0.2,7,-1,.,-5,3,1
Cc1nn(-c2ccccc2)c(C)c1P(=O)(c1ccccc1)N(C)C (stereo not drawn),-11,8,1.2,-1,1,-3,-2,-12,-3
COc1ccc(C2N(Cc3ccccc3)CCN2Cc2ccccc2)cc1[N+](=O)[O-],-12,37,0.0,25,1,-0.84,-2,36,33
O=C(Nc1ccccc1)N(Cc1ccc(Cl)cc1)CC(O)C(F)(F)F (stereo not drawn),-6[20 µM],6,0.1,-8,3,-0.2,-7,-25,-3
COC(=O)c1cccc(NCN2C(=O)c3ccccc3C2=O)c1,-5,6,1.0,2,0,-0.095,1,-6,2
Cc1ccc(NC(=O)CSc2n[nH]c(-c3ccco3)n2)c(C)c1,-22,10,-0.3,3,-2,-0.54,0,8,-7
Cc1ccccc1OCC(=O)Nc1ccc(N2CCN(C(=O)C(C)C)CC2)c(Cl)c1,-20,3,-0.9,-7,-1,.,-5,4,-5
CCc1c(C)sc2nc(SCC(=O)Nc3cc(C)on3)n(CCOC)c(=O)c12,0[20 µM],2,-2.2,-6,2,0.81,-10,-17,-4
N=c1sccn1CC(=O)Nc1cccc2ccccc12,-24[20 µM],17,1.0,-1,2,0.058,4,-71,2
COCCN(C(=O)Nc1ccc(OC)cc1OC)C1CCN(C(C)C)CC1,-11,0,-0.4,1,1,1.4,4,4,-7
O=C(COc1ccc2ccccc2c1)Nc1ccncc1,-24,9,0.2,-6,-2,-2.8,-2,-3,-13
O=C(NCCN1C(=O)CCC1=O)c1ccncc1,-14,1,1.2,-5,3,0.26,6,-10,-8
CCCCCN1C(=O)Cn2c(nc3ccccc3c2=O)C1C (stereo not drawn),-17,-4,1.1,-7,1,0.14,-1,-14,-3
Cc1ccc(NCC(=O)NNC2=NCCC2)c(C)c1,-9,-8,-0.7,-12,3,0.31,-1,-8,-6
OCC(O)/C=N/Nc1nc(N2CCCCC2)nc(N2CCCCC2)n1 (stereo not drawn),-25,2,1.2,-6,4,0.04,0,-10,2
Nc1nc(C2CCCCC2)cs1,-9[20 µM],20,0.8,-2,-3,2.4,2,-12,1
Cc1cc(=O)[nH]c(-c2ccc(C(F)(F)F)cc2)n1,-18,8,1.6,2,0,0.45,6,0,-4
Cc1ccc2c(Cl)cc(Cl)c(OCC(=O)NC(C)(C)C)c2n1,-15,8,1.6,8,-2,6.9*,2,2,-5
